PAFAH1B3 inh – PAFAH1B3 (human) inhibition; Q15102; inhibition, % at 3.39 µM; AID 492972; 0.28% of 340,000 active; recombinant PAFAH1B3, FP-rhodamine probe, fluorescence polarization;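 active = inhibition above the screen-wide average of all tested compounds plus 3 SD, cut at about 25% in these data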;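 note: 0% = enzyme with DMSO only and 100% = wells lacking PAFAH1B3 protein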
Target sequence (Q15102 whole entry, looked up): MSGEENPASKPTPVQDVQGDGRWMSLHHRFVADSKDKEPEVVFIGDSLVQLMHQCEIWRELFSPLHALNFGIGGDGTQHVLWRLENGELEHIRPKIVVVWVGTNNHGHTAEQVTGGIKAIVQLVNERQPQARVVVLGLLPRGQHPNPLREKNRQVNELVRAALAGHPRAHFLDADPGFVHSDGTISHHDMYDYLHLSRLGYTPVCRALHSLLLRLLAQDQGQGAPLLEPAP
PREPL inh – human PREPL enzyme inhibition | Q4J6C6 | recombinant PREPL, fluorescence polarization activity-based probe | inhibition, % at 5.96 µM | 0.68% of 320,000 active; in the data active = inhibition above about 43%;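 note: 0% = enzyme with DMSO and 100% = wells lacking enzyme; many of its hits are not listed in these tables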
PAFAH2 inh – inhibitors of human PAFAH2. recombinant PAFAH2, FP-rhodamine activity probe, fluorescence polarization. inhibition, % at 3.39 µM. 0.99% of 340,000 active;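 active = inhibition above the mean over all tested compounds plus 3 SD, cut at about 30% in these data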;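 note: inhibitors block probe labeling of enzyme so polarization drops; 0% = enzyme with DMSO and 100% = wells lacking PAFAH2 protein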
ZTA counter – blocks Epstein-Barr virus ZTA, an EBNA-1 counter-screen | 0.15% of 320,000 active | P03206 | inhibition, % at 11 µM | ZTA-DNA binding, fluorescence polarization; in the data active = inhibition above about 33%
Target sequence (P03206 whole entry, looked up): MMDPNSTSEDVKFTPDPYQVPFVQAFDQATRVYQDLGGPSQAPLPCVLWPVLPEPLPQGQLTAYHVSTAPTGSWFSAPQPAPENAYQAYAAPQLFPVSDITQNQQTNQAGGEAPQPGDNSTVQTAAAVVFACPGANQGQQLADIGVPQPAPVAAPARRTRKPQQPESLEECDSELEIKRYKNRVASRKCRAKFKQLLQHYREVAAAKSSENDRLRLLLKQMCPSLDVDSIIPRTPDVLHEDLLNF
PAD4 inh – blocks human protein arginine deiminase 4; Q9UM07; recombinant PAD4, RCA probe fluorescence polarization; inhibition, % at 6.36 µM; 0.41% of 330,000 active; AID 485272;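 active = percent inhibition above a cutoff equal to the mean of all tested compounds plus 3 SD, cut at about 15% in these data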;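 note: 0% = PAD4 with RCA probe and DMSO and 100% = probe without PAD4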
LYPLA2 inh – blocks human lysophospholipase 2, a PME1 counter-screen. O95372. recombinant LYPLA2, FP-Rh probe fluorescence polarization. inhibition, % at 5.9 µM. 0.38% of 320,000 active. AID 2177;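 active = inhibition above the screen-wide mean plus 3 SD, limit set per campaign, cut at about 26% in these data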;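 note: 0% = LYPLA2 with DMSO and 100% = wells lacking LYPLA2 enzyme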
LYPLA1 inh – LYPLA1 (human) inhibition in PME1 counter-screen | 0.16% of 320,000 active | inhibition, % at 5.9 µM | recombinant LYPLA1, FP-Rh probe fluorescence polarization | O75608;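 active = inhibition above the mean of all tested compounds plus 3 SD, set per campaign, cut at about 14% in these data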;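 note: inhibitors block serine hydrolase probe labeling of LYPLA1 so polarization falls; 0% = enzyme with DMSO and 100% = wells lacking LYPLA1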
Target sequence (O75608 whole entry, looked up): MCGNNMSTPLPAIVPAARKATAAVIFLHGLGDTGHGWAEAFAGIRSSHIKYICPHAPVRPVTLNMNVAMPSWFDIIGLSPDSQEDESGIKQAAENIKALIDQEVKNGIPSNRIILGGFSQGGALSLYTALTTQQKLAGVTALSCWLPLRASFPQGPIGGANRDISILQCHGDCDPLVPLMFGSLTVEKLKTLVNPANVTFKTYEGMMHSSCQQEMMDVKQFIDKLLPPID
EBNA-1 inhibitor – blocks EBNA-1 binding to DNA. EBNA-1 DNA binding, fluorescence polarization. 0.34% of 300,000 active. inhibition, % at 14.8 µM. AID 1950; in the data active = inhibition above about 28%
GSTO1 counter – GSTO1 inhibition, counter-screen for RBBP9 inhibitors; P78417; recombinant GSTO1, activity-based probe fluorescence polarization; inhibition, % at 5.96 µM; 1.1% of 300,000 active;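 active = inhibition above the campaign mean inhibition plus 3 SD, cut at about 35% in these data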;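 note: 0% = GSTO1-1 with DMSO and 100% = wells lacking GSTO1-1 enzyme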
Target sequence (P78417 whole entry, looked up): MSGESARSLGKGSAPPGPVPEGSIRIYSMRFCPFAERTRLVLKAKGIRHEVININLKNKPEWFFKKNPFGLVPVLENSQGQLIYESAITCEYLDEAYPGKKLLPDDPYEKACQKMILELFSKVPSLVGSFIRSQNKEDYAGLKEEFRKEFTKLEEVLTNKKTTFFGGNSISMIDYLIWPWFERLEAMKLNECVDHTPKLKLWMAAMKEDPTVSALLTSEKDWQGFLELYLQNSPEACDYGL
* = called active by the depositor; x = no result given.

Letter code – A = PAFAH1B3 inh; B = PREPL inh; C = PAFAH2 inh; D = ZTA counter; E = PAD4 inh; F = LYPLA2 inh; G = LYPLA1 inh; H = EBNA-1 inhibitor; I = GSTO1 counter
CC(C)[C@H](NC(=O)N1c2ccccc2NC(=O)[C@@H]1C(C)C)C(=O)N[C@@H](Cc1ccccc1)C(=O)O
  A = 6.2; B = -1.8; C = 0.1; D = 2.2; E = -3.3; F = 0.4; G = 2.3; H = -14.3; I = -2.6
O=c1c2c3c(sc2ncn1Cc1ccc(F)cc1)CCC3
  A = 5.1; B = 17.7; C = -6.5; D = 3.6; E = -1.8; F = 6.6; G = 0.0; H = -0.2; I = 1.2
CCOC(=O)c1ccc(NC(=O)CSCc2ccco2)cc1
  A = 6.5; B = 3.6; C = 2.9; D = -11.2; E = -1.1; F = -9.2; G = -8.1; H = 2.0; I = 3.4
Cc1cccc(NS(=O)(=O)c2cccc(C(=O)N3CCN(C/C=C/c4ccccc4)CC3)c2)c1
  A = 0.8; B = 21.0; C = 1.0; D = -5.9; E = 3.6; F = -3.7; G = -3.6; H = x; I = x
CC(C)OC(=O)CC(=O)CSc1nc2c(c(-c3cccs3)c1C#N)CCC2
  A = 2.8; B = 6.7; C = -3.2; D = 2.1; E = -4.7; F = -2.6; G = -3.4; H = 6.0; I = -4.9
COc1cccc(NC(=O)CN2CCN(CC(=O)Nc3ccccc3Cl)CC2)c1
  A = 1.0; B = -3.7; C = -1.1; D = 4.7; E = 1.7; F = -1.4; G = 0.6; H = 6.7; I = 5.3
C=CCN=C1SC(C)(C)C(=O)N1S(=O)(=O)c1ccc(C)cc1
  A = 7.1; B = 4.2; C = -3.0; D = -9.5; E = -1.8; F = -2.5; G = -0.1; H = 2.4; I = 7.4
CC(C)C[C@@H](CO)N1CCN(Cc2ccc([N+](=O)[O-])cc2)CCC1=O
  A = 11.8; B = 21.5; C = -0.7; D = -9.5; E = -2.2; F = 7.3; G = 2.0; H = 6.2; I = -0.1
Cc1c(NC(=O)c2cccc(-c3cc4ccccc4oc3=O)c2)cccc1-c1nc2ncccc2o1
  A = -29.5; B = -40.9; C = -53.4; D = -7.9; E = -1.8; F = -44.2; G = -27.2; H = 15.7; I = -18.4
Cn1ccnc1SCC(=O)Nc1ccc(SC(F)F)cc1
  A = 6.1; B = -8.8; C = 1.8; D = x; E = -1.9; F = x; G = x; H = x; I = x
COc1cc(CNc2ccccc2SC)ccc1O
  A = -6.4; B = 7.2; C = 9.7; D = 4.7; E = 0.0; F = -0.2; G = -0.4; H = -2.2; I = 9.4
CC(C)CC(=O)Nc1ccccc1N1CCN(c2ccc(F)cc2)CC1
  A = -4.9; B = 10.3; C = 0.6; D = 0.5; E = -2.8; F = -4.2; G = -5.0; H = 0.7; I = 5.4
CCCN(CCC)C(=O)CSc1nc2c(sc(=S)n2-c2ccc(OCC)cc2)c(=O)[nH]1
  A = 7.2; B = 17.6; C = 7.7; D = -14.2; E = -4.3; F = 4.7; G = 0.8; H = 3.8; I = -8.7
Cc1ccc(C)c(OCCOCCN2CC(C)OC(C)C2)c1C (stereo not drawn)
  A = 3.0; B = 9.7; C = 1.4; D = 0.0; E = -3.5; F = 4.1; G = 0.6; H = -1.4; I = 0.8
CCCc1nc2c(sc3nc4c(cc32)COC(C)(C)C4)c(=O)n1Cc1ccco1
  A = 5.3; B = 5.2; C = 12.2; D = -12.0; E = -2.1; F = 3.1; G = 1.2; H = 12.9; I = 3.4

Reprinted from the part before: two compounds, followed by the next part.
Letter code – A = PAFAH1B3 inh; B = PREPL inh; C = PAFAH2 inh; D = ZTA counter; E = PAD4 inh; F = LYPLA2 inh; G = LYPLA1 inh; H = EBNA-1 inhibitor; I = GSTO1 counter
Cc1ccc(C)c(OCCOCCN2CC(C)OC(C)C2)c1C (stereo not drawn)
  A = 3.0; B = 9.7; C = 1.4; D = 0.0; E = -3.5; F = 4.1; G = 0.6; H = -1.4; I = 0.8
CCCc1nc2c(sc3nc4c(cc32)COC(C)(C)C4)c(=O)n1Cc1ccco1
  A = 5.3; B = 5.2; C = 12.2; D = -12.0; E = -2.1; F = 3.1; G = 1.2; H = 12.9; I = 3.4
COc1ccc(C(=O)NCC(=O)OCC(=O)NCc2ccc3c(c2)OCO3)cc1
  A = 7.8; B = 5.8; C = -1.8; D = x; E = -0.7; F = x; G = x; H = x; I = x
CC(=O)c1ccc(NC(=O)c2cc(=O)[nH]c3ccccc23)cc1
  A = 3.6; B = -4.3; C = 5.4; D = -5.8; E = -7.0; F = -1.9; G = -1.5; H = -3.7; I = 0.2
COc1ccc(-c2onc(C)c2-c2cnn(-c3ccccc3)c2)c(O)c1
  A = -1.1; B = -33.7; C = -2.2; D = -13.4; E = -6.3; F = -0.2; G = -3.1; H = -7.9; I = -6.8
Cc1cccc(NC(=O)c2cccc3c2C(=O)c2ccccc2-3)c1
  A = 3.2; B = 9.0; C = -2.4; D = 13.2; E = -7.1; F = 2.8; G = 4.5; H = 8.8; I = -1.1
Cn1cccc1C(=O)/C(C#N)=C/c1ccc(F)cc1
  A = 5.5; B = 4.7; C = -8.1; D = -4.1; E = -1.4; F = 5.4; G = 0.9; H = -2.4; I = -2.0
CC(C)CSc1nc2ccccc2c(=O)[nH]1
  A = 5.3; B = -3.4; C = -1.5; D = 2.0; E = -1.3; F = -4.1; G = -3.1; H = -9.5; I = 2.6
O=C(Nc1ccccc1)N1CCc2scc[n+]2-c2ccccc21
  A = -0.1; B = -1.6; C = 2.5; D = -4.5; E = 1.4; F = -4.2; G = 0.2; H = -7.7; I = 1.4
Cc1ccccc1Nc1nnc(SCC(=O)NC2CCCc3ccccc32)s1 (stereo not drawn)
  A = 0.0; B = 8.3; C = -11.0; D = 7.2; E = -2.6; F = -1.4; G = -2.0; H = 0.4; I = -4.9
Cc1cccc(N2C(=O)CC(N3CCN(Cc4ccc5c(c4)OCO5)CC3)C2=O)c1 (stereo not drawn)
  A = 1.9; B = 0.3; C = 3.0; D = -17.5; E = -1.2; F = 9.3; G = 1.0; H = -1.7; I = 0.9
O=C(CN1C(=O)NC2(CCCC2)C1=O)Nc1ccccc1
  A = 5.8; B = -4.3; C = -6.1; D = -1.0; E = -1.7; F = 2.1; G = 2.7; H = -7.1; I = 3.4
CC(/C=C/c1ccccc1)=N\NC(=O)c1cc(C)[nH]n1
  A = 8.2; B = 15.8; C = 2.9; D = -1.8; E = -2.8; F = -0.8; G = -2.5; H = 6.4; I = 6.0
Cc1cc(C)cc(N(CCC#N)C(=O)COC(=O)Cn2[nH]c(=O)c3ccccc3c2=O)c1
  A = 3.8; B = 16.9; C = 7.8; D = x; E = -7.8; F = x; G = x; H = x; I = x
O=C(C1CCCC1)N1CCC(CC2CC(c3ccc(Cl)cc3)=NO2)(C(=O)NCC2CCCCC2)CC1 (stereo not drawn)
  A = -8.5; B = 25.4; C = 2.4; D = 5.5; E = 7.4; F = 4.0; G = 0.8; H = 12.4; I = 12.3
CCOC(=O)c1ccccc1NC(=O)COC(=O)C1CCCC1
  A = 4.5; B = -2.1; C = -1.6; D = 6.5; E = -3.0; F = 2.5; G = 4.0; H = -5.7; I = 2.0
CC1=Nc2ccccc2/C1=C\c1nc(-c2ccc(C(F)(F)F)cc2)oc1O
  A = 21.3; B = 7.6; C = 13.3; D = -3.5; E = -4.0; F = -0.8; G = 5.7; H = 1.4; I = -2.1
CCOc1ccc(-c2c(=O)n(OCc3nc4ccccc4[nH]3)c3ccccc3[n+]2[O-])cc1
  A = 2.2; B = 22.6; C = 0.8; D = 3.3; E = -1.7; F = -0.8; G = -3.3; H = 8.8; I = 9.7
O=C(NC(=O)N1CCN(C(c2ccccc2)c2ccccc2)CC1)c1ccccc1
  A = 1.7; B = 1.7; C = -4.8; D = -12.4; E = 0.9; F = -0.1; G = -2.4; H = -4.3; I = 13.2
Cc1ccc(CNc2nc(-c3cccs3)nc3ccccc23)cc1
  A = 1.1; B = 5.5; C = -23.2; D = -9.8; E = -3.1; F = -31.4; G = -20.0; H = -7.4; I = 2.6
CCCCC(=O)NS(=O)(=O)c1ccc(N=NN2CCCCC2)cc1
  A = -1.4; B = 8.0; C = -7.2; D = -23.5; E = -1.3; F = 7.8; G = 6.4; H = 4.3; I = 8.8
NNC(=S)NC1CCS(=O)(=O)C1 (stereo not drawn)
  A = x; B = 10.6; C = x; D = -4.2; E = -3.9; F = -5.7; G = 1.2; H = -7.3; I = 1.1
O=C(NC(Cc1ccccc1)c1nc2ccccc2[nH]1)C1CC(=O)N(c2ccc3c(c2)OCCO3)C1 (stereo not drawn)
  A = 3.3; B = -0.8; C = -13.0; D = 13.3; E = -8.1; F = 5.7; G = -5.3; H = -0.5; I = 7.0
CCOCCCNCC(=O)Nc1ccccc1N1CCOCC1
  A = -1.7; B = 8.4; C = -11.6; D = 0.1; E = 1.5; F = 9.8; G = 1.1; H = 15.9; I = -1.0
c1ccc(-n2c(Cc3cn4ccsc4n3)nnc2N2CCOCC2)cc1
  A = 14.3; B = -1.9; C = -3.5; D = -9.7; E = 0.4; F = -0.2; G = 4.0; H = 1.1; I = 8.5
O=C(CNS(=O)(=O)c1ccc(Br)s1)Nc1ccc2c(c1)OCCO2
  A = 10.4; B = 7.0; C = 2.1; D = -3.9; E = 2.6; F = 0.4; G = 0.9; H = 5.1; I = 4.5
Cc1nc2[nH]c(=O)c3c(n2n1)NC1=C(C(=O)CC(C)(C)C1)C3c1ccc(F)cc1 (stereo not drawn)
  A = 9.0; B = 7.9; C = -0.8; D = 7.5; E = 0.2; F = 5.9; G = -2.5; H = -4.9; I = 5.6
Cc1cccc(Cc2nnc(CCC(=O)NCc3ccncc3C)o2)c1
  A = 4.2; B = -5.5; C = 11.4; D = 8.8; E = -5.1; F = -2.4; G = -3.5; H = 7.3; I = -5.9
CC(Oc1ccccc1F)C(=O)/C=C/N(C)C (stereo not drawn)
  A = 0.8; B = 0.4; C = 1.4; D = -0.9; E = -2.0; F = 1.7; G = 0.1; H = -4.1; I = -5.5
Nc1ncnc(Nc2c(F)cccc2F)n1
  A = 8.1; B = 15.2; C = 0.8; D = -2.0; E = 2.0; F = -1.7; G = 1.0; H = 3.0; I = 2.0
Cc1cccc(NC(=O)c2cccs2)n1
  A = -3.7; B = 3.7; C = 5.4; D = 3.0; E = -2.6; F = -6.4; G = -5.5; H = -4.2; I = 2.6
CC(=O)Nc1ccc(S(=O)(=O)Nc2ccc3c(c2)OCCO3)cc1Cl
  A = x; B = 9.8; C = x; D = -22.3; E = 8.7; F = 3.4; G = 2.5; H = 0.0; I = 13.2
COc1cccc(C(=O)N/N=C/c2cn[nH]c2-c2ccc(OC)cc2OC)c1
  A = -0.3; B = -10.8; C = -7.6; D = -1.1; E = 0.1; F = -2.7; G = 0.0; H = 1.4; I = -3.4
COc1ccc(CNC(=O)COC(=O)c2ccccc2C(=O)c2ccccc2)cc1
  A = 5.7; B = 20.2; C = -6.1; D = -2.1; E = 1.9; F = 9.9; G = 5.6; H = 3.2; I = 2.9
CCN1CCN(S(=O)(=O)c2ccc(Cl)c(C(=O)N(C)Cc3cccs3)c2)CC1
  A = 0.0; B = 12.2; C = 0.8; D = -7.6; E = -3.8; F = -3.2; G = 0.1; H = x; I = x
CCCn1c(C)c(C(=O)OCC)c(O)c(-c2ccccc2)c1=O
  A = x; B = 6.6; C = x; D = 10.7; E = 1.1; F = -6.5; G = -4.7; H = -5.2; I = 6.3
COc1ccc(C(=O)Nc2nnc(SCC(=O)NCc3ccco3)s2)c(OC)c1
  A = 0.6; B = -16.6; C = 7.9; D = -5.9; E = -2.1; F = 2.6; G = -1.4; H = -2.5; I = -1.3
O=C(NCc1ccccn1)c1cccc(NS(=O)(=O)c2ccccc2F)c1
  A = 11.1; B = -0.9; C = 2.1; D = -12.5; E = 0.4; F = 2.0; G = 0.3; H = -8.5; I = 3.9
O=c1cc2c(n[nH]1)-c1ccccc1CC2
  A = 8.0; B = 5.8; C = 1.0; D = 14.3; E = -3.4; F = -2.4; G = 3.0; H = 2.9; I = -0.4
CC(=O)Nc1ccc(C(=O)OCCCOC(=O)c2ccc(NC(C)=O)cc2)cc1
  A = 5.0; B = 4.2; C = -1.3; D = -1.2; E = 4.2; F = 6.8; G = -0.7; H = 5.4; I = -0.6

A portion of the library, so the mix of outcomes need not match the whole.
